From PubChem BioAssay
PfG6PD inh = PfG6PD enzyme inhibitors, primary screen, biochemical, fluorescence intensity, uHTS | glucose-6-phosphate dehydrogenase-6-phosphogluconolactonase (Plasmodium falciparum 3D7) | PfGluPho enzyme, NADPH resazurin-diaphorase fluorescence | inhibition, % at 20 µM | 0.78% of 350,000 active | AID 504690, 2011;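 active means inhibition reaching at least a set limit at 20 µM in the primary screen, cut at about 59% in these data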;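 further: 0% = DMSO wells with substrate and 100% = DMSO wells lacking glucose-6-phosphate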
SENP7 inh = SENP7 protease inhibitors, primary screen, biochemical, luminescence, uHTS | recombinant SENP7, Z-RLRGG-aminoluciferin luminescence, 40 min | inhibition, % at 5 µM | 1.5% of 330,000 active | AID 434973, 2010;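 active means inhibition above about 50% at the single test dose, limit read from the data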;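 further: plate controls were DMSO with enzyme for no effect and no enzyme buffer wells for full effect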
HKDC1 inhibitor = HKDC1 hexokinase inhibitors, primary screen, biochemical, fluorescence, uHTS. AID 493160, 2011. Q2TB90. 0.16% of 340,000 active. inhibition, % at 20 µM. recombinant HKDC1, G6PDH/diaphorase resazurin coupled fluorescence;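 active means inhibition above about 35% when tested at 20 µM, limit read from the data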;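 further: plate controls were DMSO wells with enzyme for no effect and DMSO wells lacking enzyme for full effect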
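Material: recombinant HKDC1 hexokinase; Amount: HKDC1 at 5 µg/mL; Medium: Tris pH 8.0 buffer with MgCl2, Tween-20, BSA, BME; Schedule: 90 min reaction incubation at room temperature, dark; Technique: coupled resazurin fluorescence, excitation 525 nm, emission 613 nm.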
Apaf-1 inh = inhibitors of human Apaf-1 apoptosome, primary screen, biochemical, DEVD-Rh110 fluorescence, uHTS. Apoptotic protease-activating factor 1 (Homo sapiens), O14727. reconstituted apoptosome caspase-3 activity. inhibition, % at 20 µM. 0.71% of 330,000 active. AID 489030, 2010; active means inhibition of at least 40% at 20 µM;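 further: plate controls were DMSO wells for no effect and DEVD-CHO caspase inhibitor wells for full effect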
Target sequence (O14727 whole entry, looked up): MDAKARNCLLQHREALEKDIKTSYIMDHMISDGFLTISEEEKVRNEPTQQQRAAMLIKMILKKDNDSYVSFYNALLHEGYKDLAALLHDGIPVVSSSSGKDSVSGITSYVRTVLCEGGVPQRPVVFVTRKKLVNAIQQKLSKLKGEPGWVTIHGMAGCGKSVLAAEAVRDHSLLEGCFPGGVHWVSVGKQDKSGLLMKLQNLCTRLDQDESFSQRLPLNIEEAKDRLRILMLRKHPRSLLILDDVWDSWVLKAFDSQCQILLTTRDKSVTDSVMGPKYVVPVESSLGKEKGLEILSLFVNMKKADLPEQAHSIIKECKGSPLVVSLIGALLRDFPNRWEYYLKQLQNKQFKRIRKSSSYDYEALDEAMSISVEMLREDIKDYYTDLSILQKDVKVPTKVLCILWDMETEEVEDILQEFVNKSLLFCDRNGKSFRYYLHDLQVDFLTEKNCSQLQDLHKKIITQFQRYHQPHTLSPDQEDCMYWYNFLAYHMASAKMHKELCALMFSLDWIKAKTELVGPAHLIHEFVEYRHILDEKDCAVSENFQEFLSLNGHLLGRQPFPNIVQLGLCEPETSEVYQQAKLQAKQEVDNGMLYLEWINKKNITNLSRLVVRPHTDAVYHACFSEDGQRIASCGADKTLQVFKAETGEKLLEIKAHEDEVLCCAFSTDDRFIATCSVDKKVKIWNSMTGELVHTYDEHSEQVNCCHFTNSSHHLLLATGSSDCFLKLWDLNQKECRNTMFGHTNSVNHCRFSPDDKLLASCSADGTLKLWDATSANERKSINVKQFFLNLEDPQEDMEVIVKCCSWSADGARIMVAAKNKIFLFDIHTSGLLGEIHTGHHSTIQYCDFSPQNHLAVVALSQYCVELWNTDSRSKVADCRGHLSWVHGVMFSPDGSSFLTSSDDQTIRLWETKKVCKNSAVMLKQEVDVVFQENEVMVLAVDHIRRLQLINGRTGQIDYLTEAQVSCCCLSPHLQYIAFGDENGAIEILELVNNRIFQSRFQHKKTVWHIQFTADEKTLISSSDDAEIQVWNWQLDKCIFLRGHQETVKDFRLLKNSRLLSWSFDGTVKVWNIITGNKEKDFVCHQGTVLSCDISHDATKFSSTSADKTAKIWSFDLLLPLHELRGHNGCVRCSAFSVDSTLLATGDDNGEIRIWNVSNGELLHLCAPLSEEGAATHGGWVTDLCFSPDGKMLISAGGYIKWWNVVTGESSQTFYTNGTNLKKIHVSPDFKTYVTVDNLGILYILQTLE
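Assay system: Apoptosome proteins | Medium: pH 7.5 Hepes buffer with CHAPS, BSA, DTT | Also added: Cytochrome c and DEVD-Rh110 substrate | Times: 30 min plus 50 min, RT | Detection: Rhodamine 110 fluorescence at Ex 480/Em 540 nm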
SENP8 block-1 = SENP8 protease inhibitors, primary screen, biochemical, luminescence. 1.2% of 330,000 active. inhibition, % at 10 µM. Sentrin-specific protease 8 (Homo sapiens), Q96LD8. purified SENP8, Z-RLRGG-aminoluciferin cleavage. AID 2540, 2010; in the data active means inhibition above about 50%
SENP1 FRET inh = human SENP1 catalytic domain inhibitors, primary screen, biochemical, FRET, uHTS | inhibition, % at 10 µM | AID 624204, 2012 | Sentrin-specific protease 1 (Homo sapiens), Q9P0U3 | recombinant SENP1 catalytic domain, CyPet-SUMO1-YPet FRET cleavage | 0.21% of 360,000 active;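 active means inhibition at least 30% at 10 µM, raw YFP signal under a set limit, fluorescence ratio 0.5 to 1.5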;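 further: 0% = enzyme with DMSO and 100% = no enzyme wells; some results filed as inactive read as strong as hits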
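Test system: hSENP1 catalytic domain, recombinant; Amount: 20 pM final SENP1 enzyme; Medium: Tris pH 8 buffer plus EDTA, NaCl, BME, BSA, NP40, catalase; Schedule: 50 min enzyme reaction, room temperature, light-protected; Technique: FRET fluorescence in CFP and YFP emission channels; Controls: no-enzyme wells low, DMSO-plus-enzyme wells high control.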
SENP8 block-2 = human SENP8 protease inhibitors, primary screen, biochemical, fluorescence, Nedd8 protein substrate, uHTS; Sentrin-specific protease 8 (Homo sapiens), Q96LD8; recombinant SENP8; inhibition, % at 20 µM; 0.64% of 360,000 active; AID 602440, 2012; in the data active means inhibition mostly above about 40%, no sharp cut-off; inactive means mostly below about 27%
SENP6 inh = SENP6 protease inhibitors, primary screen, biochemical, luminescence, uHTS; Sentrin-specific protease 6 (Homo sapiens), Q9GZR1; Recombinant SENP6 catalytic domain, aminoluciferin luminescence; inhibition, % at 10 µM; 1.8% of 330,000 active;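 active means inhibition above about 50% at the single tested dose, limit read from the data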;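 further: plate controls were DMSO wells with enzyme for no effect and DMSO wells lacking enzyme for full effect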
* marks the source's active call; other numbers are inactive results; nt = not tested or not shown.

no.	SMILES	PfG6PD inh	SENP7 inh	HKDC1 inhibitor	Apaf-1 inh
1	COc1ccc(C2C(C(=O)c3ccc(C)o3)=C(O)C(=O)N2Cc2cccnc2)cc1OC (configuration not stated)	-18	-6	4	2
2	CC1(C)Oc2ccc3ccc(=O)oc3c2CC1O (configuration not stated)	-15	9	-2	6
3	CCCC1=C(C(=O)OCC)C(c2sccc2C)n2ncnc2N1 (configuration not stated)	4	-7	-6	6
4	CCC(C)NS(=O)(=O)c1ccc(OCC(=O)NCC2CCCO2)cc1 (configuration not stated)	-6	9	9	-5
5	CN(C)C(=O)CSc1nc(SCC(=O)N(C)C)n(-c2ccccc2)n1	18	-6	-11	-19
6	Cc1ccc(OCCNC(=O)CNC(=O)c2ccccc2Cl)cc1	3	-3	-5	-5
7	Cc1ccc(OCCNC(=O)C(=O)NCc2ccco2)cc1	-19	-7	-11	0
8	CC1(C)CC(=O)C=C(c2ccc(F)cc2OCc2ccccc2)C1	-1	-1	1	16
9	COc1ccccc1-c1nc(SCC(=O)O)n[nH]1	-3	17	-3	5
10	Cc1cc(C)c(S(=O)(=O)NCc2nc3nc(C)cc(C)n3n2)c(C)c1	-11	-1	-5	2

no.	SENP8 block-1	SENP1 FRET inh	SENP8 block-2	SENP6 inh
1	2	-6	6	-4
2	-10	1	-497	1
3	-3	1	19	3
4	6	3	6	4
5	-7	1	13	4
6	8	1	13	-4
7	-4	0	23	-11
8	4	0	-3	13
9	9	1	15	4
10	1	3	-1	-18

The last seven entries of the part above come first, to join the parts:
no.	SMILES	PfG6PD inh	SENP7 inh	HKDC1 inhibitor	Apaf-1 inh
4	CCC(C)NS(=O)(=O)c1ccc(OCC(=O)NCC2CCCO2)cc1 (configuration not stated)	-6	9	9	-5
5	CN(C)C(=O)CSc1nc(SCC(=O)N(C)C)n(-c2ccccc2)n1	18	-6	-11	-19
6	Cc1ccc(OCCNC(=O)CNC(=O)c2ccccc2Cl)cc1	3	-3	-5	-5
7	Cc1ccc(OCCNC(=O)C(=O)NCc2ccco2)cc1	-19	-7	-11	0
8	CC1(C)CC(=O)C=C(c2ccc(F)cc2OCc2ccccc2)C1	-1	-1	1	16
9	COc1ccccc1-c1nc(SCC(=O)O)n[nH]1	-3	17	-3	5
10	Cc1cc(C)c(S(=O)(=O)NCc2nc3nc(C)cc(C)n3n2)c(C)c1	-11	-1	-5	2
11	Cc1ccc(Nc2nc(=O)[nH]nc2C)cc1	6	4	-9	-15
12	CCOC(=O)c1cnc(-n2nc(C)cc2C)nc1Oc1ccc(C#N)cc1	8	12	1	-4
13	Nc1nc(Nc2ccccc2)nc(N2CCOCC2)c1[N+](=O)[O-]	-3	1	7	7
14	CN(C)C(=S)Nc1ccc(Cl)cc1	12	-8	-6	3
15	CC(C)[C@H](NS(=O)(=O)c1ccccc1)C(=O)OCn1nnc2ccccc2c1=O	-10	4	0	8
16	CC(=O)c1cccc(NC(=O)C2(c3ccccc3)CC2(Cl)Cl)c1 (configuration not stated)	-10	-1	11	2
17	COc1cc(NC(=O)Cn2c(C)cc3ccccc3c2=O)cc(OC)c1OC	2	0	-4	1
18	Cc1cc(CNC(=O)C(C)Cc2ccccc2)nn1C (configuration not stated)	-1	-20	-1	4
19	Cc1ccc2nc(N3CCN(c4ccccc4)CC3)c(C=O)c(=O)n2c1	-16	-1	3	0
20	CCCNC(=O)/C(C#N)=C1\N=C(NC(=O)c2ccco2)c2ccccc21	-5	7	1	15

no.	SENP8 block-1	SENP1 FRET inh	SENP8 block-2	SENP6 inh
4	6	3	6	4
5	-7	1	13	4
6	8	1	13	-4
7	-4	0	23	-11
8	4	0	-3	13
9	9	1	15	4
10	1	3	-1	-18
11	3	-1	17	-9
12	-9	2	26	-15
13	-5	2	20	-22
14	-15	2	19	-23
15	5	-1	13	-8
16	-1	-3	13	-5
17	2	1	-59	-6
18	-7	0	7	-5
19	-3	-9	-16	-22
20	10	-18	6	-12

More entries
no.	SMILES	PfG6PD inh	SENP7 inh	HKDC1 inhibitor	Apaf-1 inh
21	Cc1ccc(C)c(Cn2c3ccccc3c3cnn(CC(=O)NCCCN4CCOCC4)c(=O)c32)c1	12	4	5	19
22	Cc1cc(/C=C2/C(=O)N(C)C(=S)N2C)c(C)n1C1CC1	19	0	-7	2
23	CC(C)(C)NC(=O)C1CCN(C(=O)c2ccco2)CC1	-13	6	5	-2
24	CCOC(=O)C1=C(C)NC(=S)NC1c1ccc(-c2ccc(Cl)cc2)o1 (configuration not stated)	25	-8	15	6
25	O=c1cc(Nc2ccc3c(c2)OCCO3)[nH]c(=O)n1-c1ccc(Cl)cc1	-11	8	10	-3
26	O=C(Nc1ccn(Cc2ccc(Cl)cc2)n1)c1ccccc1	6	-2	-5	4
27	COc1ccc(-n2nnnc2SCC(=O)N2C(C)CCCC2C)c(OC)c1 (configuration not stated)	17	-6	-10	-8
28	CN(C(=O)CSc1n[nH]c(-c2cccs2)n1)C1CCS(=O)(=O)C1 (configuration not stated)	5	-12	-4	8
29	O=C(NC(=S)NCC1CCCO1)c1ccccc1F (configuration not stated)	-27	-1	6	-5
30	Cc1ccc(S(=O)(=O)Oc2ccccc2/C=N/NC(=O)c2c(Cl)cnn2C)cc1	20	8	0	25

no.	SENP8 block-1	SENP1 FRET inh	SENP8 block-2	SENP6 inh
21	-9	1	-38	12
22	-14	-59	12	14
23	-7	1	5	-6
24	-8	-3	-18	1
25	6	-3	5	9
26	-20	2	12	21
27	4	2	20	-7
28	-4	0	-2	-15
29	0	0	21	0
30	9	4	6	-3

Additional entries
no.	SMILES	PfG6PD inh	SENP7 inh	HKDC1 inhibitor	Apaf-1 inh
31	CC1CCCC(C)N1C(=O)COC(=O)Cc1ccc(F)cc1 (configuration not stated)	0	5	-3	7
32	CCOC(=O)N1CCC(NC(=O)Cn2ncc3c4ccccc4n(C)c3c2=O)CC1	-16	nt	6	nt
33	O=C(NC1CCCCCCC1)c1cnccn1	15	-1	3	5
34	Cc1ccc(NC(=O)c2cnn(-c3ccccc3)c2NC(=O)c2ccco2)cc1	-15	5	-1	5
35	O=C(Nc1cccc(C(=O)N2CCCCC2)c1)C1CC1	10	nt	-2	nt
36	CSc1oc(-c2ccco2)nc1S(=O)(=O)c1ccc(C)cc1	5	-5	-2	3
37	COc1ccc(S(=O)(=O)N2CCSC2c2ccccc2)cc1 (configuration not stated)	6	-6	3	13
38	CC1Cc2ccccc2N1CC(=O)Nc1ccc(S(N)(=O)=O)cc1 (configuration not stated)	2	5	2	-32
39	Cc1ccc(NC(=O)CN(C)C(=O)c2sc3cc(Cl)ccc3c2Cl)cc1	2	-3	-2	8
40	CN(C(=O)c1ccc(OC2CCN(S(=O)(=O)N(C)C)CC2)cc1)C1CCCCC1	9	-1	-7	12

no.	SENP8 block-1	SENP1 FRET inh	SENP8 block-2	SENP6 inh
31	-5	2	14	-11
32	nt	-2	-83	nt
33	-1	1	22	-3
34	-3	5	16	9
35	nt	0	0	nt
36	5	-3	-6	-17
37	-8	3	15	-15
38	3	-10	16	15
39	3	0	16	-13
40	-8	0	0	-17

More compounds.
no.	SMILES	PfG6PD inh	SENP7 inh	HKDC1 inhibitor	Apaf-1 inh
41	O=C(CCNC(=O)c1ccc(Br)cc1)NCc1ccncc1	-8	6	-6	0
42	O=C(NCCCN1CCOCC1)C1CC(=O)N(C2CCCCC2)C1 (configuration not stated)	-22	-1	-6	-1
43	O=C(NC1CCN(S(=O)(=O)c2ccc(F)cc2)CC1)C1CCCCC1	13	1	-4	11
44	CSCCC(NC(=O)c1ccccc1)C(=O)N/N=C(\C)c1ccccc1 (configuration not stated)	12	-1	-8	-8
45	CN(C)C(=O)/C(=C\c1ccncc1)NC(=O)c1ccccc1	-7	3	9	-4
46	O=C(N[C@@H](Cc1ccc(Br)cc1)C(=O)O)OCC1c2ccccc2-c2ccccc21	-18	-10	2	-8
47	Cc1cccc(OCCSCc2nc3ccccc3[nH]2)c1	7	4	-4	9
48	CC1CCc2c(nc3sc4c(c3c2N)CCCC4)C1 (configuration not stated)	95*	29	-6	9
49	O=C(NC1CCCCCC1)c1ccc(OCC2CCCO2)cc1 (configuration not stated)	-9	32	-3	6
50	CC(=O)c1c(C)nn(C(C)CC(=O)O)c1C (configuration not stated)	15	0	0	-20

no.	SENP8 block-1	SENP1 FRET inh	SENP8 block-2	SENP6 inh
41	-6	1	6	-8
42	2	2	19	5
43	9	1	-1	-12
44	5	3	17	0
45	4	0	-12	1
46	16	-3	8	-5
47	1	-2	-15	-20
48	11	-4	-7	39
49	12	2	6	31
50	-1	0	17	-9

Next part.
no.	SMILES	PfG6PD inh	SENP7 inh	HKDC1 inhibitor	Apaf-1 inh
51	CCOC(=O)Cn1nc(C)n(-c2ccc(Br)cc2)c1=O	7	-2	-16	-4
52	Cc1cc(-c2nnc(CCC(=O)N(C)CCc3ccccc3)o2)no1	2	-6	-8	6
53	Cc1noc(C)c1COC(=O)C1COc2ccccc2O1 (configuration not stated)	9	1	-1	-73
54	O=C(c1ccncc1)N1CCN(C(=O)c2ccco2)CC1	-5	3	6	-3
55	COc1ccc(NC(=O)Nc2ccc(C(=O)N3CCOCC3)cc2)cc1OC	0	5	2	3
56	CCN(CC)c1ccc(S(=O)(=O)N2CCOCC2)cc1NC(=O)COC(=O)c1cccnc1SC	14	-8	-4	18
57	CN(C1CCS(=O)(=O)C1)S(=O)(=O)c1ccccc1 (configuration not stated)	11	-2	-15	0
58	O=[N+]([O-])/C=C/c1cc2ccccc2[nH]1	18	-2	9	2
59	N/C(=N\OC(=O)CCCc1ccccc1)c1ccc([N+](=O)[O-])cc1	18	-6	-4	16
60	CC(C)OC(=O)CN1C(=O)S/C(=C/c2ccc(N3CCCCC3)o2)C1=O	53	10	-2	15

no.	SENP8 block-1	SENP1 FRET inh	SENP8 block-2	SENP6 inh
51	-8	0	14	-3
52	-7	2	11	-22
53	-8	2	4	-1
54	-4	-1	34	-5
55	-5	-1	5	-5
56	9	3	5	-3
57	-9	2	3	-24
58	5	-7	15	18
59	-18	1	11	-6
60	8	-21	14	-2
